CHRM1 antagonist: blocks human M1 muscarinic receptor; P11229; CHO-K1 hM1, Fluo-8 calcium fluorescence, ACh EC80 antagonist; inhibition, % at 3 µM; 1.3% of 360,000 active;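 active means percent inhibition above its own plate's cutoff, namely the mean of that plate's compound wells plus 3 SD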;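 further: peak over basal fluorescence ratio during 140 s after agonist addition; 0% = ACh EC80 plus DMSO and 100% = DMSO alone without agonist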
Target sequence (P11229 whole entry, looked up): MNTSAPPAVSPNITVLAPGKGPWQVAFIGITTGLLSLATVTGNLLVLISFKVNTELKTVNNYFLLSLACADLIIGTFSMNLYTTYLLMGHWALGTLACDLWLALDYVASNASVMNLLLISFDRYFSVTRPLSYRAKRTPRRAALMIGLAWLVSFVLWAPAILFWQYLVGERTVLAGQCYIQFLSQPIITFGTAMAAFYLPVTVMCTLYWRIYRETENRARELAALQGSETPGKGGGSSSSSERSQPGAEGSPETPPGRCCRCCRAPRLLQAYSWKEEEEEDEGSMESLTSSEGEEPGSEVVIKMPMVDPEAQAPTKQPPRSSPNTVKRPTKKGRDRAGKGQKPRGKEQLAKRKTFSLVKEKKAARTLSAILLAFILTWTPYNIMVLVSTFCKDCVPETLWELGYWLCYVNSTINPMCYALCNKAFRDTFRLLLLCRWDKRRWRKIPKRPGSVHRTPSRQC
M4 ag: agonists of human muscarinic M4 receptor (CHRM4); CHO-K1 hM4/Gqi5, Fluo-8 calcium fluorescence; vehicle 0%, full acetylcholine response 100%; activation, % at 3 µM; 0.14% of 360,000 active;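 active means activation above the run mean over all test wells plus 3 SD, cut at about 32% in these data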;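 further: peak over basal fluorescence ratio per well then scaled between controls; 0% = DMSO wells and 100% = acetylcholine at EC100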
CHRM1 PAM: positive allosteric modulators of human M1 muscarinic receptor. P11229. activation, % at 3 µM. 0.088% of 360,000 active. CHO-K1 hM1, Fluo-8 calcium fluorescence, ACh EC20; 0% = ACh EC20, 100% = maximal ACh; in the data active means activation above about 19%, passing the limit was not always enough
M5 PAM: positive allosteric modulators of human muscarinic M5 receptor. P08912. activation, % at 3 µM. CHO-K1 hM5, Fluo-8 calcium, ACh EC20 PAM; 0% = ACh EC20, 100% = ACh EC100. 0.3% of 360,000 active;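 active means activation above the run cutoff, the mean activation of all test compounds plus 3 SD, cut at about 18% in these data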
Target sequence (P08912 whole entry, looked up): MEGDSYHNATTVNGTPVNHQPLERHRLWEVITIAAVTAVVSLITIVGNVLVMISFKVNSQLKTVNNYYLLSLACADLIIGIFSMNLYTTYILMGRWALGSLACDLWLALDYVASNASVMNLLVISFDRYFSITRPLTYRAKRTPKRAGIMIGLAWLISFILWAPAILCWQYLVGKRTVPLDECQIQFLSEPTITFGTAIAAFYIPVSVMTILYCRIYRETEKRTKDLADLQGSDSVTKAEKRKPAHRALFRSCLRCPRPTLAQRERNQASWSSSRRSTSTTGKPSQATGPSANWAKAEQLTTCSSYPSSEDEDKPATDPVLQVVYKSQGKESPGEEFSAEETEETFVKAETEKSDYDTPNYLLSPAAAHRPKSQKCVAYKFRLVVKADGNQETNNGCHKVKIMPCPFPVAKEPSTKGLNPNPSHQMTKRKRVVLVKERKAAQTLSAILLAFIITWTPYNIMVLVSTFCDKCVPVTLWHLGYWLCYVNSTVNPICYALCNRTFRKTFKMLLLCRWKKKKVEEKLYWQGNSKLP
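Assay system – human M5 receptor in CHO-K1 cells · Read-out – % activation, ACh-normalized · Technique – Fluo-8 calcium fluorescence · Dosing – single-point, 3 µM nominal · Incubation – Fluo-8 loading 80 min at 37 °C plus 30 min room temperature · Repeats – singlicate, one well per test compound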
CHRM5 antagonist: CHRM5 antagonism in calcium assay; 0.59% of 360,000 active; inhibition, % at 3 µM; CHO-hM5 cells, Fluo-8 calcium fluorescence, ACh EC80; AID 624040;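 active means inhibition above a per-plate cutoff, the mean of that plate's test compounds plus 3 SD, cut at about 27% in these data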;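 further: 0% = acetylcholine EC80 with DMSO and 100% = DMSO without agonist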
CHRM1 agonist: agonists of human M1 muscarinic receptor; P11229; CHO-K1 hM1, Fluo-8 calcium fluorescence, agonist mode; 0% DMSO, 100% acetylcholine EC100; activation, % at 3 µM; 0.33% of 360,000 active;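 active means activation above the run's mean compound activation plus 3 SD, cut at about 16% in these data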;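 further: peak over basal fluorescence ratio within a 140 s kinetic read after compound addition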
TAAR1 agonist: agonists of human TAAR1; Q96RJ0; CHO RD-HGA16 TAAR1, Fluo-8 calcium fluorescence; vehicle wells 0%, saturating PEA agonist 100%; activation, % at 3 µM; 0.99% of 360,000 active; AID 624467;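 active means activation above the mean activation of all test compounds in the run plus 3 SD, cut at about 38% in these data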
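Benchmarks: low control DMSO, high control PEA (EC100); System: CHO RD-HGA16 cells carrying human TAAR1 plus Gα16; Detection: Fluo-8 fluorescence, 5 s baseline then 140 s kinetic read; Schedule: 17-24 h plating, Fluo-8 75 min 37 °C, 30 min RT; Read-out basis: % activation from peak over basal fluorescence ratio, DMSO-to-PEA scaled.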
M5 ag: agonists of human muscarinic M5 receptor (CHRM5); P08912; CHO-K1 hM5 cells, Fluo-8 calcium fluorescence; 0% DMSO wells, 100% maximal acetylcholine response; activation, % at 3 µM; 0.19% of 360,000 active;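 active means activation above the run's mean over test compounds plus 3 SD, cut at about 23% in these data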;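 further: signal is peak over basal fluorescence ratio across the kinetic read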
CHRM4 antagonist: blocks acetylcholine activation of human M4 receptor; inhibition, % at 3 µM; 0.73% of 360,000 active; CHO-hM4 cells, ACh EC80, Fluo-8 calcium fluorescence; AID 624125; P08173;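 active means inhibition above its plate's cutoff, the mean inhibition of sample wells plus 3 SD, cut at about 27% in these data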;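 further: 0% = acetylcholine EC80 with DMSO and 100% = DMSO without agonist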
Starred values were filed as active, the others as inactive; x = no result given. These rows are one share of the data (hit frequency here may not be typical).

SMILES	CHRM1 antagonist	M4 ag	CHRM1 PAM	M5 PAM	CHRM5 antagonist	CHRM1 agonist	TAAR1 agonist	M5 ag	CHRM4 antagonist
C[C@@H]1CN([C@@H](C)CO)C(=O)c2cc(NS(C)(=O)=O)ccc2O[C@@H](C)CCCCO[C@H]1CN(C)C(=O)Nc1ccc2c(c1)OCO2	-11	1	2	-2	0	-4	2	1	-3
Cc1nn(C(=O)c2cccc([N+](=O)[O-])c2)c(C)c1Cl	-12	0	6	1	-5	-1	-1	1	-5
Cc1cc(C)c(NC(=S)N2CCC(N(C)CC3CCCO3)CC2)c(C)c1 (stereo not drawn)	-5	-1	0	1	0	-11	2	-2	5
CN(C)c1ccc(C(=O)Nc2nnc(C3=COCCO3)o2)cc1	-7	2	15	11	-8	-1	1	-1	-5
NS(=O)(=O)c1ccc(NC(=O)COC(=O)C23CC4CC(CC(C4)C2)C3)cc1	-4	1	-4	-5	11	-2	5	2	1
CN(C(=O)Nc1ccccc1)n1cnc2ccccc2c1=O	-4	1	5	1	0	-2	0	1	-3
O=C(O)c1cc(-c2cccs2)nn1-c1cccc(Cl)c1	-4	0	11	7	1	-1	4	2	0
COc1ccccc1C(=O)Nc1ccc(C(=O)N2CCCC2)cc1	-4	-2	1	-2	11	-4	6	1	3
CC(=O)c1cccc(NC(=O)CN2C(=O)c3ccccc3C2=O)c1	-18	2	13	-3	-3	-1	2	-1	-4
CC(C)Cn1c(N)c(C(=O)CCl)c(=O)n(C)c1=O	4	3	-1	-4	10	-1	6	5	3
CC(C)(C)N(Cc1cc2ccccc2[nH]c1=O)C(=O)c1cccc([N+](=O)[O-])c1	57*	0	-21	-15	3	-5	-1	-14	15
COC(=O)c1ccc(CSc2ccc3nnc(-c4cccc(F)c4)n3n2)o1	38*	3	-19	-5	5	-11	0	-2	2
CC1=CC(C)(C)Nc2ccc(OC(=O)CN3C(=O)c4ccccc4C3=O)cc21	-7	3	11	-5	2	2	10	1	4
CC(C)(C)[C@H](NC(=O)c1ccc(N)c(Cl)c1)C(=O)N1CCC[C@H]1C(=O)N[C@H](C#N)CC(=O)O	-10	0	4	5	12	-3	3	0	-2
COc1nc(NCC(C)C)nc(Oc2ccc(=O)n(-c3ccccc3)n2)n1	11	3	-6	0	2	-2	4	0	-1
O=C(c1cc(F)ccc1F)C1CCCN(C(=O)CCCN2CCCCC2=O)C1 (stereo not drawn)	-7	2	9	-2	9	-9	1	-1	-4
CCOc1ccccc1N(CC(=O)NC1CCCCC1)C(=O)c1nsc(Cl)c1Cl	-9	0	7	-1	4	-10	4	-5	2
CCC1(C)C(Nc2c(C)cccc2C)=NC(=S)N1c1ccc(NC(C)=O)cc1 (stereo not drawn)	-10	1	6	7	2	-2	5	1	7
COCCN(Cc1cc2cccc(C)c2n2nnnc12)C(=O)C(F)(F)F	0	0	0	-3	-1	-5	5	1	0
CCc1ccc(NC(=O)CCCn2nc(CC)n3c(cc4occc43)c2=O)cc1	13	3	-2	5	-1	-3	2	-5	-4
CC1(Cc2c(Cl)cccc2Cl)C(=O)Nc2cc(-c3ccccc3Cl)ccc21 (stereo not drawn)	-8	2	2	-7	7	-3	0	1	-2
CCN(C[C@H]1N[C@@](Cc2ccccc2)(C(=O)OC)[C@H]2C(=O)N(C)C(=O)[C@@H]12)C(=O)Nc1ccc(C)cc1	-5	1	15	4	-17	6	5	0	-10
Cc1ccc(NC(=O)CNC(=O)Cc2cccc3ccccc23)nc1	0	1	2	-2	2	-3	0	1	8
COc1ccc(/C=C2/C(=O)ON=C2c2ccccc2)cc1OC	-15	1	14	23*	-11	2	2	0	-11
CN(CC(=O)Nc1c(Cl)cccc1Cl)C(=O)CCc1nc2sc3c(c2c(=O)[nH]1)CCCC3	1	2	7	-2	5	-7	0	-5	-3
CN(C)c1ccc(N/C=C/C(=O)C(F)(F)F)cc1	12	0	-5	8	7	-5	4	1	-4
COc1ccc(NC(=O)/C(C#N)=C/c2ccc(Br)o2)cc1	-10	1	7	3	-6	-1	0	2	2
Cc1ccc(NC(=S)Nc2c(C)n(C)n(-c3ccccc3)c2=O)cc1Cl	-10	1	4	0	-5	-6	3	-7	-10
Cc1ccc(Nc2cccccc2=O)cc1	11	-1	-2	-2	5	-2	10	2	4
O=C(COC(=O)c1ccc2c(c1)OCCO2)NCc1ccccc1	4	2	3	6	3	-4	20	-2	1

Look-ups from the entries so far.
M5 ag with `O=C(COC(=O)c1ccc2c(c1)OCCO2)NCc1ccccc1` is entered as -2
TAAR1 agonist with `Cc1ccc(NC(=O)CNC(=O)Cc2cccc3ccccc23)nc1` is entered as 0

Other structures.
SMILES	CHRM1 antagonist	M4 ag	CHRM1 PAM	M5 PAM	CHRM5 antagonist	CHRM1 agonist	TAAR1 agonist	M5 ag	CHRM4 antagonist
CC(c1ccco1)N(C(=O)c1ccc(Cl)c([N+](=O)[O-])c1)c1ccccn1 (stereo not drawn)	-6	0	1	-3	8	-8	3	-5	-3
COc1cccc(C(NC(C)=O)c2nc(-c3ccccc3)cs2)c1 (stereo not drawn)	0	2	-3	-1	2	-1	3	3	-7
COc1ccc(NC(=O)c2[nH]c(C)c(C(C)=O)c2C)cc1S(=O)(=O)Nc1ccc(Br)cc1	-7	4	4	5	8	-1	0	4	-1
Nc1nc(SCc2ccc(Cl)cc2Cl)nc2nc3c(cc12)CCCC3	7	-2	-9	-5	-1	-8	1	-3	7
CN1CCN(C(=O)C2=C[C@H](C3CC3)C[C@H](OCc3ccc(CO)cc3)O2)CC1	-8	0	2	1	17	-10	8	-1	-2
Cc1cc(C)cc(NC(=O)c2cccc(NC(=O)C3C4CC5OC(=O)C3C5C4)c2)c1 (stereo not drawn)	2	1	2	0	-2	-1	x	3	11
O=C(CNCc1cccs1)Nc1cc(S(=O)(=O)N2CCCC2)ccc1Cl	-5	11	1	-1	-5	7	0	-3	-20
CCOC(=O)c1c(C)n(S(=O)(=O)c2ccc(C)cc2)c2ccc(O)c(C(=O)O)c12	-13	0	7	-2	14	-3	0	-2	4
CCOc1ccc(CCNS(=O)(=O)c2c(C)nc3scc(C)n3c2=O)cc1OCC	-16	0	12	13	0	-4	7	-2	-3
CCOc1ccc(-c2n[nH]c(C)c2-c2ccccn2)c(O)c1	-25	1	18	15	-6	2	-1	3	8
S=c1[nH]ncn1/N=C/c1ccccn1	5	0	3	2	-4	-2	3	-1	-6
CCOC(=O)CNC(=O)CN1C(=O)CCS(=O)(=O)c2ccccc21	-16	1	13	4	4	-1	4	0	-2
Cc1ccc(CCNC(=O)C2CC(c3cc(C(F)(F)F)cc(C(F)(F)F)c3)=NO2)cc1 (stereo not drawn)	-8	-1	17	-4	16	-2	3	2	-3
O=C(CNC(=O)c1ccc(Br)o1)NNC(=O)c1ccc(Br)cc1	-9	1	14	4	4	-2	4	0	-8
CCSc1nc(-c2ccc(OC)cc2)cc(-c2ccccc2)c1C#N	-3	-1	3	2	3	-4	3	1	-2

Sorted by value in TAAR1 agonist (high to low): 5 of the compounds above.
Molecule	TAAR1 agonist
CCOc1ccc(CCNS(=O)(=O)c2c(C)nc3scc(C)n3c2=O)cc1OCC	7
O=C(CNC(=O)c1ccc(Br)o1)NNC(=O)c1ccc(Br)cc1	4
Cc1ccc(CCNC(=O)C2CC(c3cc(C(F)(F)F)cc(C(F)(F)F)c3)=NO2)cc1 (stereo not drawn)	3
O=C(CNCc1cccs1)Nc1cc(S(=O)(=O)N2CCCC2)ccc1Cl	0
CCOc1ccc(-c2n[nH]c(C)c2-c2ccccn2)c(O)c1	-1

The list continues.
SMILES	CHRM1 antagonist	M4 ag	CHRM1 PAM	M5 PAM	CHRM5 antagonist	CHRM1 agonist	TAAR1 agonist	M5 ag	CHRM4 antagonist
CN(C(=O)c1cccc(NC(=O)Cc2cccc(NC(=O)C3CCCN(C(=O)C4CCC4)C3)c2)c1)C1CC1 (stereo not drawn)	-6	0	6	-2	-3	-6	0	2	-3
CCC1CCCCN1CCCNC(=O)c1cn(C)c2ccc(S(=O)(=O)N3CCOCC3)cc2c1=O (stereo not drawn)	-6	0	3	1	-1	-6	1	-8	1
COc1ccc(/C=C/C(=O)NCC(=O)N/N=C(\C)Cc2ccccc2)cc1	-12	1	6	-2	5	1	19	3	-3
O=C(c1ccccc1)c1ccc[nH]1	-5	0	4	6	9	-4	6	2	-8
C[C@@H]1C(c2cccc(Cl)c2)=NN(c2ccccc2)[C@H]1C(=O)N1CCOC1=O	-5	1	5	-2	-6	0	0	1	-25
CCO[C@H]1OC(C(=O)N2CCCCCCC2)=C[C@@H](C)[C@@H]1CCCO	3	0	4	4	6	-4	15	1	-2
CCc1ccc(C(=O)NN(C(=O)c2ccc(CC)cc2)C(C)(C)C)cc1	10	3	-11	-6	-4	-11	0	-6	-20
CN1CCCN(C(=O)CSc2ccccc2)CC1	3	0	0	-2	4	-9	0	-8	2
O=C(NNC(=O)c1ccccc1F)c1ccc2nc[nH]c2c1	-7	0	8	-1	9	-3	2	-4	3
COc1ccc2[nH]c(=O)c(C(c3nnnn3C3CCCC3)N3CCN(Cc4ccc5c(c4)OCO5)CC3)cc2c1 (stereo not drawn)	-1	1	0	-4	10	-6	3	-4	0
CCCc1nc2ccccc2n1CCc1ccccc1	-7	0	-1	-5	5	-9	6	-6	-3
CCc1ccccc1NC(=O)C(C#N)Cc1cccnc1 (stereo not drawn)	25	0	-4	1	-1	-1	7	1	0
COc1ccc(C2CC2/C(=N/O)c2ccccn2)cc1 (stereo not drawn)	-10	1	4	-1	-23	-12	-1	-6	-21
S=c1[nH]nc(-c2ccc3c(c2)OCO3)n1-c1ccccc1	-15	-1	9	-1	-4	-4	3	-2	-4
CC(=O)c1cccc(NC(=O)c2cccc3c(-c4cnn(C)c4)coc23)c1	-1	10	-4	-5	2	-1	14	2	-9
O=C(NCCOC(=O)c1ccccc1C(=O)OCCNC(=O)c1cccnc1)c1cccnc1	-9	0	7	2	-7	-6	5	-1	9
Cc1cc2c(cc1S(=O)(=O)N(C)Cc1ccccc1)n(C)c(=O)c(=O)n2C	-9	-1	2	-2	2	-4	-1	1	-6
CCCCOc1cccc(/C=C(\C#N)C(=O)NC2CC2)c1	-10	1	3	-6	6	-2	5	2	-1
CCOC(=O)C1CCN(S(=O)(=O)c2cn(C)c(C)n2)CC1	-9	0	7	-5	5	-4	1	-2	-5
Cc1cc(C(F)F)n2ncc(C(=O)NCc3ccccc3C(F)(F)F)c2n1	7	0	0	3	3	-1	2	-1	6
O=C(CN(CCCN1CCOCC1)C(=O)Cn1nnc(-c2ccc(F)cc2)n1)NC1CCCCC1	-7	-1	2	-9	-2	-5	2	-4	-1
Cc1cc(C)nc(/N=C(\N)Nc2ccc(OCc3ccccc3)cc2)n1	89*	111*	-41	-19	96*	70*	127*	63*	98*
C[C@@H]1CN([C@@H](C)CO)S(=O)(=O)c2ccc(-c3ccccc3)cc2O[C@@H]1CN(C)Cc1ccccc1C(=O)O	-1	1	2	2	-1	-5	3	0	-17
COc1ccc2nc(NC(=O)Cc3cccs3)sc2c1	-10	0	6	-11	13	-2	14	-2	3
C/C(=N\N=C(N)N)c1cc(Cl)ccc1Cl	8	3	-5	-5	2	-6	9	-7	0

Screens as filed in PubChem.
